Screens deposited in PubChem BioAssay by several laboratories.
TRPC6 activator: activates the mouse TRPC6 cation channel; Q61143; HEK293-TRPC6 membrane potential dye fluorescence; stronger effect = higher value; B-score at 10 µM; 0.13% of 310,000 active;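 active = B-score of the integrated fluorescence ratio above library mean plus 3 SD, and starting fluorescence ratio within library mean plus 5 SD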;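 note: higher score means more depolarization so channel activation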
Target sequence (Q61143 whole entry, looked up): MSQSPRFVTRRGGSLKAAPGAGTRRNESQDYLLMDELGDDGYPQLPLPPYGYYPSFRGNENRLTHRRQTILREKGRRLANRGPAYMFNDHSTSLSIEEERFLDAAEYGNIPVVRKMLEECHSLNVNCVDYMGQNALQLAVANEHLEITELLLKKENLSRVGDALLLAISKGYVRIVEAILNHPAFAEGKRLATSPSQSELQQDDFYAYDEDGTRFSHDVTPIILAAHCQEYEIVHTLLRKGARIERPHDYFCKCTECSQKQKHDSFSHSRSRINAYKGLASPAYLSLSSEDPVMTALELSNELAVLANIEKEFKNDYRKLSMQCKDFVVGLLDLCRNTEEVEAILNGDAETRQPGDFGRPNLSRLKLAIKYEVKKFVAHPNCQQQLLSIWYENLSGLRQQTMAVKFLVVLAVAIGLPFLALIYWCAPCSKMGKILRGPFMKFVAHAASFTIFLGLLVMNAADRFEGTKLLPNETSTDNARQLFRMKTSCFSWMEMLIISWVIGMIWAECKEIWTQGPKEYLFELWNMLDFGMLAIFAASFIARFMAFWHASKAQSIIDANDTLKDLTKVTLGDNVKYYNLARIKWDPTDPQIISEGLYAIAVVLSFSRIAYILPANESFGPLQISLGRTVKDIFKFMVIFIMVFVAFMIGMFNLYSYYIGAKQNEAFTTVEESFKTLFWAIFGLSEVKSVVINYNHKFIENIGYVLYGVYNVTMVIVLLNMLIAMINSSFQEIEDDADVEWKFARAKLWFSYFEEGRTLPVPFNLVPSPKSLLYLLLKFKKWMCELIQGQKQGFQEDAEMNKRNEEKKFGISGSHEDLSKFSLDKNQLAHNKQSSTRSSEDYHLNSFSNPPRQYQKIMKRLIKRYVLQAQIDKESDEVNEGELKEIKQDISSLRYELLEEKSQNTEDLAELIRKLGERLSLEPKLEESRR
HIF act: HIF pathway transcriptional activation; U2OS HRE-luciferase reporter, luminescence; normalized: DMSO 0%, desferrioxamine 100%; 0.32% of 300,000 active; activation, % at 7.5 µM (by protocol); AID 1910;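 active = mean activation of at least 10% of the iron chelator positive control signal, with at least half of replicates also reaching 10%; inconclusive = mean and replicate majority disagree about reaching 10%; inactive = mean and most replicates under 10%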
SKKanGAS inh: blocks kanamycin growth of S. pyogenes SKKanGAS strain; BacTiter-Glo, 6 h; inhibition, % at 7.5 µM; 1.3% of 300,000 active; AID 1662;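 active = mean replicate score, as percent of positive control median, at least 50; inconclusive = mean below 50 but one replicate at or above 50; inactive = mean and every replicate below 50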;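 note: strain carries kanamycin resistance gene driven by streptokinase promoter and grows in 40 µg/ml kanamycin; loss of luminescence reflects streptokinase promoter inhibition or plain growth inhibition; 0% = median of DMSO wells and 100% = positive control at its reference dose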
MrgX1 antag: human MrgX1 receptor antagonism, primary screen | Q96LB2 | MRGX1-HEK293 calcium flux, Fluo-4, BAM8-22 antagonism; stronger effect = lower value | B-score at 10 µM | 1.3% of 310,000 active;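 active = calcium-response B-score plate-corrected more than 3 library SD below zero, starting fluorescence within 5 deviations, no agonist response on first addition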;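 note: peak minus trough fluorescence over baseline after final BAM8-22 challenge near maximal dose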
TRPC4 agonist: activators of mouse TRPC4 channel; Q9QUQ5; HEK293 TRPC4beta/mu-opioid, Fluo4 calcium fluorescence; stronger effect = higher value; B-score at 10 µM; 0.49% of 310,000 active; AID 2237;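 active = B-score above 5 SD of library B-scores, and initial fluorescence ratio not above library mean plus 5 SD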;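 note: positive B-score marks a calcium rise read as TRPC4 activation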
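Material: HEK293 stable line with TRPC4beta plus mu-opioid receptor; technique: Fluo4 calcium-sensitive dye fluorescence, kinetic, 1 Hz baseline; timing: Fluo4 dye loading 45 min at room temperature, 110 s recording; controls: assay buffer as low control, maximal DAMGO as high control; read-out: integrated baseline-normalised fluorescence ratio, converted to per-well B score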
aSyn 5UTR inh: 5' untranslated region of α-synuclein, MLPCN primary screen; inhibition, % (tested at 7.5 µM); alpha-synuclein 5'UTR reporter, inhibitor activity; 0.82% of 300,000 active; in the data active = inhibition above about 60%; inconclusive = no clear call, values can overlap the other calls;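 note: H4 neuroglioblastoma cells stably carrying SNCA 5'UTR luciferase fusion; 0% = DMSO wells and 100% = positive control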
IEC-6 tox: counter-screen for KLF5 inhibitors: cytotoxicity in IEC-6 cells. IEC-6 cytotoxicity, luminescence viability. inhibition, % at 5 µM. 0.78% of 290,000 active. AID 1825; in the data active = inhibition above about 22%;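 note: 0% = plate median of test compound wells and 100% = cytotoxic reference compound wells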
TRPC4 potent: TRPC4 (mouse) allosteric potentiation; Q9QUQ5; HEK293 TRPC4beta/mu-opioid, DAMGO EC20, Fluo-4 Ca2+ flux; stronger effect = higher value; 0.42% of 310,000 active; B-score at 10 µM;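 active = B-score of calcium response area above 5 SD of library B-scores, with initial fluorescence ratio within 5 SD of library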;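 note: B-score of integrated fluorescence ratio over time as area under calcium response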
TRPC6 inh: inhibitors of mouse TRPC6 channel. Q61143. HEK293-TRPC6, membrane potential dye, ACh-evoked depolarization; stronger effect = lower value. B-score at 10 µM. 1.1% of 310,000 active;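 active = B-score under library mean minus 3 SD, initial fluorescence not abnormally high, positive integrated signal ratio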;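 note: B-score derived from integrated fluorescence ratio over the kinetic read; more negative B-score means stronger inhibition of depolarization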
KLF5 inhibitor: kruppel-like factor 5 inhibition; AID 1700; inhibition, % at 5 µM; DLD-1 KLF5 promoter-luciferase reporter, luminescence; 0.23% of 290,000 active;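 active = inhibition above a per-plate limit of that plate's mean compound inhibition plus 3 SD, cut at about 60% in these data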;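 note: 0% = DMSO wells and 100% = LY294002 at 200 µM; higher means less KLF5 promoter-driven luciferase light; inactives centre near -14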
TRPC4 inh: blocks the mouse TRPC4 cation channel | HEK293 TRPC4beta/mu-opioid, DAMGO-evoked Fluo4 calcium flux; stronger effect = lower value | B-score at 10 µM | 0.39% of 300,000 active;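 active = B-score over 3 SD under the library average, no early fluorescence shift, positive overall ratio signal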
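System: stable TRPC4beta/mu-opioid receptor HEK293 cells; Dosing: single-point compound dosing; Measured by: Fluo4 Ca2+ flux fluorescence; Read-out basis: per-well B score of integrated baseline-normalized Fluo4 ratio.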
The depositor's hits bear a star; i = inactive; u = inconclusive; x = not tested or not shown.

canonical_smiles	TRPC6 activator	HIF act	SKKanGAS inh	MrgX1 antag	TRPC4 agonist	aSyn 5UTR inh	IEC-6 tox	TRPC4 potent	TRPC6 inh	KLF5 inhibitor	TRPC4 inh
O=C(Nc1cccc(F)c1)N1CC=C(n2c(=O)[nH]c3ccccc32)CC1	i	0.1	-6	i	i	-2	-1	i	i	-13	i
O=C(NCc1n[nH]c(=S)n1-c1cccc(C(F)(F)F)c1)c1ccc(S(=O)(=O)N2CCCCC2)cc1	i	-0.7	1	i	i	8	3	i	i	-10	i
CC(C(=O)NC(c1ccccc1)c1ccccc1)N1CCOCC1 (stereo not drawn)	i	-0.8	-6	i	i	0	-3	i	i	-14	i
Cc1c(C(=O)Oc2cccc3ccccc23)cnn1-c1ccccc1	i	1.5	6	i	i	-65	-3	i	i	-59	i
CC(C)(C)c1cc(NS(=O)(=O)c2ccc3c(c2)OCCO3)on1	i	-0.1	1	i	i	5	-2	i	i	7	i
O=C(CCNS(=O)(=O)c1cccc2nonc12)N1CCN(c2cccc(Cl)c2)CC1	i	0.3	-3	i	i	14	-3	i	i	-10	i
COc1cc(/C=C/C(C)=O)cc(OC)c1OC	i	0.6	1	i	i	-12	0	i	i	-20	i
C=CCNc1nc2c(c(=O)[nH]c(=O)n2C)n1CC(O)COc1ccc2ccccc2c1 (stereo not drawn)	i	0.6	-7	x	i	23	2	i	i	-28	i
CC(C)Cn1c(=O)c(C(=O)NCc2ccc3c(c2)OCO3)c(O)c2ccccc21	i	-21	-3	i	i	3	2	i	i	-26	i
COc1cc2c(cc1OC)CN(CC(=O)Nc1ccc3c(c1)OC(F)(F)O3)CC2	i	-0.4	20	i	i	9	-3	i	i	-18	i
COc1ccc(C(=O)N(NC(=O)Oc2ccccc2)C(C)(C)C)cc1	i	0.4	2	i	i	15	-8	i	i	-2	i
O=C(NCC(=O)N(Cc1ccco1)C(C(=O)NC1CCCC1)c1cccnc1)c1ccco1 (stereo not drawn)	i	0.1	-6	i	i	10	-3	i	i	1	i
COc1ccc(-c2nc(CS(=O)CC(=O)NC3CCC(C)CC3)c(C)o2)cc1OC (stereo not drawn)	i	-1.0	-7	i	i	-12	15	i	-6.2*	-126	i
CC(C)Oc1ccc(C(=O)Nc2ccc(Cl)c(S(=O)(=O)Nc3ccc(Cl)cc3)c2)cc1	i	-0.4	110*	i	i	4	-2	i	i	2	i
O=C(NC1CCCCC1)C(c1ccc(F)cc1)N(Cc1ccccc1)C(=O)CN1C(=O)c2ccccc2S1(=O)=O (stereo not drawn)	i	-0.1	2	i	i	22	-1	i	i	-16	i
CSCCC1C(C#N)=C(N)Oc2n[nH]c(-c3cccs3)c21 (stereo not drawn)	i	-0.9	1	i	i	-8	4	i	i	-35	i
COC(=O)Cc1c(C)c2ccc(OCC(C)=O)c(C)c2oc1=O	i	1.9	0	i	i	-124	-1	i	i	-58	i
Cc1nn(CCO)c2c1C(=O)CCC2	i	0.2	2	i	i	1	-3	i	i	-11	i
COc1cc2c(cc1OC)CN(C(=O)CSc1nnc(C)s1)CC2	i	0.0	6	i	i	17	-1	i	i	6	i
COc1ccc(NC2CCCN(C(=O)CCOc3ccccc3)C2)cc1 (stereo not drawn)	i	-0.3	0	i	i	3	-5	i	i	3	i

3 entries drawn at random from the list so far:
canonical_smiles	TRPC6 activator	HIF act	SKKanGAS inh	MrgX1 antag	TRPC4 agonist	aSyn 5UTR inh	IEC-6 tox	TRPC4 potent	TRPC6 inh	KLF5 inhibitor	TRPC4 inh
COc1ccc(C(=O)N(NC(=O)Oc2ccccc2)C(C)(C)C)cc1	i	0.4	2	i	i	15	-8	i	i	-2	i
C=CCNc1nc2c(c(=O)[nH]c(=O)n2C)n1CC(O)COc1ccc2ccccc2c1 (stereo not drawn)	i	0.6	-7	x	i	23	2	i	i	-28	i
COc1cc(/C=C/C(C)=O)cc(OC)c1OC	i	0.6	1	i	i	-12	0	i	i	-20	i

Carrying on.
canonical_smiles	TRPC6 activator	HIF act	SKKanGAS inh	MrgX1 antag	TRPC4 agonist	aSyn 5UTR inh	IEC-6 tox	TRPC4 potent	TRPC6 inh	KLF5 inhibitor	TRPC4 inh
O=C(N=C1SC2CS(=O)(=O)CC2N1Cc1ccc(F)cc1)C1CCCO1 (stereo not drawn)	i	-0.2	-8	i	i	-6	0	i	i	-1	i
CS(=O)(=O)N(CC(=O)NCCC1=CCCCC1)c1cccc([N+](=O)[O-])c1	i	-0.9	-18	i	i	-2	-4	i	i	-34	i
Cc1cccc(NS(=O)(=O)c2cc(C(=O)N3CCc4ccccc4C3)ccc2Cl)c1C	i	-0.7	11	i	i	11	0	i	i	3	i
COc1ccc2[nH]cc(CCNS(=O)(=O)c3ccc(NC(C)=O)cc3)c2c1	i	-0.1	-9	i	i	-14	-6	i	i	0	i
N/C(=N\OC(=O)Cc1ccc([N+](=O)[O-])cc1)c1cccc(Br)c1	i	0.8	5	i	i	-23	0	i	i	-15	i
O=C(NNS(=O)(=O)c1ccccc1)c1ccncc1	i	-0.1	5	i	i	-5	-5	i	i	-32	i
COc1ccc(/C=C2\SC(=O)N(CC(=O)NNC(=O)c3ccccc3O)C2=O)cc1OC	i	-0.2	10	i	i	15	-2	i	i	-10	i
Cc1ccccc1C(=O)N/C(=C/c1ccc(-c2cccnc2Cl)o1)C(=O)NCCCN1CCN(C)CC1	i	0.3	u	i	i	0	-2	i	i	17	i
Cc1[nH]c2ccccc2c1SCCNC(=O)c1ccc(Br)o1	i	0.3	4	i	i	9	1	i	i	-20	i
CC1(C)CC(=O)C=C(Nc2ccc(F)cc2F)C1	i	-0.1	10	i	i	27	-7	i	i	-33	i
CSCCC(NC(=O)COc1ccccc1)C(=O)OCC(=O)c1cc2ccccc2o1 (stereo not drawn)	i	0.4	0	i	i	-19	4	i	i	21	i
CCOc1cccc2sc(N(CCN(C)C)C(=O)c3ccc4c(c3)OCCO4)nc12	i	0.2	2	i	i	-7	4	i	i	-29	i
Cn1c(-c2ccccc2Br)n[nH]c1=S	i	-0.2	-2	i	i	-5	0	i	i	-17	i
CN1CCC(=O)N(CCSc2ccc(Br)cc2)CC1	i	0.8	5	i	i	-31	x	i	i	x	i
COc1ccccc1COCC(O)CNCC1(N2CCCCC2)CCCCC1 (stereo not drawn)	i	-0.2	-7	i	i	16	4	i	i	-4	i
CCC1CN(C(=O)N2CCC(C(=O)NCCc3ccc(OC)cc3OC)CC2)c2ccccc2O1 (stereo not drawn)	i	0.9	25	i	i	18	1	i	i	-1	i
CCn1c(C)c(/C=N/Nc2nc3ccccc3s2)c2ccccc21	i	2.4	8	i	i	-170	14	i	i	-68	i
COc1ccc(S(=O)(=O)N2CCC(C(=O)Nc3ccccc3C)CC2)c2cccnc12	i	0.0	1	i	i	8	-4	i	i	7	i
Cc1ccc(C(=O)NCC2CCCN2S(=O)(=O)c2cccs2)cc1C (stereo not drawn)	i	0.2	1	i	i	-10	x	i	i	x	i
Fc1cccc(F)c1CSc1nc2ccccc2[nH]1	i	0.9	0	i	i	-127	-10	i	i	-153	i
COc1ccc(NS(=O)(=O)c2ccc(C)c(NC(=O)NC3CCCCC3)c2)cc1	i	-0.1	11	i	i	13	14	i	i	-16	i
COc1cccc2sc(NC(=O)c3ccc(Br)s3)nc12	i	3.6	1	i	i	-146	2	i	i	-73	i
CN(C)c1nc(N)nc(CSc2nc3c(c(=O)n(C)c(=O)n3C)n2Cc2ccccc2F)n1	i	-0.3	-2	i	i	19	0	i	i	-19	i
CCOC(=O)C1(CCOc2ccccc2)CCN(Cc2ccncc2)CC1	i	0.1	-2	i	i	-27	5	i	i	-23	i
COc1ccc(CNC(=O)COC(=O)/C=C/c2cccc(Br)c2)cc1OC	i	-0.6	-5	i	i	-2	-2	i	i	8	i
COc1cccc(OCCCn2cc(/C=C3/C(=N)N4C=C(C)SC4=NC3=O)c3ccccc32)c1	i	0.1	21	i	i	11	4	i	i	-14	i
COc1cc(CNC(C)c2ccccc2)cc(Br)c1OCc1ccccc1 (stereo not drawn)	i	0.7	8	i	i	-13	-9	i	i	-23	i
Cc1ccc2c(c1)N(CC(=O)NCc1cccs1)C(=O)CO2	i	0.3	-2	i	i	-12	-1	i	i	-3	i
O=C(NC12CC3CC(CC(C3)C1)C2)C1CC(=O)N(c2ccccc2)C1 (stereo not drawn)	i	0.2	-3	i	i	0	-3	i	i	-14	i
CC(C)/C=N\NC(=O)CCCCC(=O)N/N=C/C(C)C	i	0.0	3	i	i	-7	6	i	i	-24	i
CC(=O)Nc1ccccc1NC(=O)CN(C)S(=O)(=O)c1ccc(C)cc1	i	-0.1	-8	i	i	13	-4	i	i	-1	i

Limited to TRPC4 potent (3 entries from above):
| molecule | TRPC4 potent |
| --- | --- |
| CCOC(=O)C1(CCOc2ccccc2)CCN(Cc2ccncc2)CC1 | i |
| COc1ccc(CNC(=O)COC(=O)/C=C/c2cccc(Br)c2)cc1OC | i |
| COc1cccc(OCCCn2cc(/C=C3/C(=N)N4C=C(C)SC4=NC3=O)c3ccccc32)c1 | i |
